Screening data as filed in PubChem.
procasp3 activ = activators of human procaspase-3 D3A mutant, primary screen, biochemical, absorbance, PC-3 D3A mutant, single concentration. recombinant procaspase-3 D3A, Ac-DEVD-pNA absorbance 405 nm. Caspase-3 (Homo sapiens), P42574. hit rate 0.11% among 330,000. activation, % at 8.5 µM;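 active = activation above the mean of all tested compounds plus 3 SD, cut at about 21% in these data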;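 also: 0% = DMSO alone and 100% = DMSO wells spiked with extra 5 µM PC-3 D3A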
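Compound: 8.5 µM single point, 0.8% DMSO / Material: Autoprocessing-dead procaspase-3 D3A mutant enzyme / Timing: 1 h preincubation plus 2 h reaction at 25 °C / Medium: Zinc-free HEPES/NaCl buffer with 0.01% Triton X-100 at pH 7.4 / Technique: 405 nm absorbance of p-nitroaniline, reads at 0 and 120 min / Repeats: one well per compound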
JMJD2C inh = inhibitors of GASC-1 histone demethylase, primary screen, biochemical, fluorescence, DELFIA europium | GST-JMJD2C(1-420) H3K9me3 demethylation | AID 2099, 2009 | hit rate 0.069% among 330,000 | inhibition, % at 2.35 µM;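 active = more than half of a compound's replicate wells show inhibition beyond 50%, single wells judged on their own value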;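 also: signal counts dimethyl H3K9 product captured on neutravidin plate; 0% = median of DMSO wells and 100% = 0.3 times that DMSO median; strong numbers were not always called active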
Target sequence (Q9H3R0 1-420 limits assumed): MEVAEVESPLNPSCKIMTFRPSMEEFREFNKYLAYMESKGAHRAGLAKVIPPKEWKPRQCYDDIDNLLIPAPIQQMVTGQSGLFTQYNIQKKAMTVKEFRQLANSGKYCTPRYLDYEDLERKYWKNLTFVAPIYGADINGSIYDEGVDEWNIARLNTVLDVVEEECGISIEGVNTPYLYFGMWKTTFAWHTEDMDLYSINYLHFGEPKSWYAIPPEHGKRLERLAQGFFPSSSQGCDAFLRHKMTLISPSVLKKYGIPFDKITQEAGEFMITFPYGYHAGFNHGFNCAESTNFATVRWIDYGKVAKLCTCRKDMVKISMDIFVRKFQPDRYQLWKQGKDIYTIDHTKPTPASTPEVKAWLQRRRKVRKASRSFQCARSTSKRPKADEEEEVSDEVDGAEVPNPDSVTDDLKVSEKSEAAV
LAP4 TOR yeast = modulators of LAP4-GFP expression in yeast, primary screen, S. cerevisiae, multiplex flow cytometry, MLPCN library; GFP response vs DMSO, % at 10 µM; 3 h; median GFP as percent of DMSO wells; AID 2023, 2009; hit rate 0.34% among 320,000;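 active = GFP response vs DMSO above a set limit, about the screen mean plus 3 SD, cut at about 150% in these data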
MEP2-GFP yeast = modulators of MEP2-GFP levels in yeast, primary screen, S. cerevisiae, multiplex flow cytometry, MLPCN library | GFP response vs DMSO, % at 10 µM | S. cerevisiae MEP2-GFP strain, 3 h; 100% = DMSO control level | AID 2016, 2009 | hit rate 0.51% among 330,000;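 active = GFP response versus DMSO above a set limit, roughly screen mean plus 3 SD, cut at about 180% in these data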;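 also: median GFP fluorescence of the barcode-gated MEP2-GFP cells per well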
RPL19A-GFP yeast = RPL19A-GFP expression modulators in yeast, primary screen, cell-based, S. cerevisiae, multiplex flow cytometry, MLPCN | AID 2025, 2009 | percent response vs DMSO, % at 10 µM | S. cerevisiae RPL19A-GFP strain, 3 h; stronger effect = lower value | hit rate 0.3% among 330,000;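 active = percent response vs DMSO below 50%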;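 also: median channel GFP fluorescence of the barcoded RPL19A-GFP strain; ratio of sample median GFP to plate DMSO average so 100% = DMSO; lower means less RPL19A-GFP as with rapamycin TOR inhibition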
AHR activator = AHR activators, primary screen, cell-based, luminescence, luciferase reporter, human; Aryl hydrocarbon receptor (Homo sapiens), P35869; AHR-responsive luciferase reporter cells; activation, % at 5 µM; hit rate 2.5% among 320,000; AID 2796, 2010; in the data active = activation above about 47%;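 also: 0% = vehicle wells and 100% = reference agonist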
procasp7 counter = procaspase-7 activators, primary screen, counter-screen for procaspase-3 activator project, biochemical, absorbance, HTS, human. activation, % at 8.5 µM. AID 463210, 2010. recombinant procaspase-7, Ac-DEVD-pNA absorbance 405 nm; D23A/D198A/D206A triple mutant, cannot self-cleave; scale: DMSO 0, 5 µM enzyme 100. Caspase-7 (Homo sapiens), P55210. hit rate 0.093% among 330,000;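 active = percent activation above the screen-wide mean plus 3 SD, cut at about 25% in these data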
Target sequence (P55210 whole entry D23A/D198A/D206A): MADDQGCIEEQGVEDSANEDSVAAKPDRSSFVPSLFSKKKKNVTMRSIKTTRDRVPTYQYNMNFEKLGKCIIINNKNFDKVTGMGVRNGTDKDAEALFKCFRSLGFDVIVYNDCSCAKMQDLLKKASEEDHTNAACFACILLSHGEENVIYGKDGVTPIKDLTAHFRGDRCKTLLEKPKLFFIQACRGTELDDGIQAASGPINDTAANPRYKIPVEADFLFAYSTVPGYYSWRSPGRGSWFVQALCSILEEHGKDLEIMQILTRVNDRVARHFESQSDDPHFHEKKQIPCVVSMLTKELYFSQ
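Material: Procaspase-7 triple mutant (PC-7 D3A) | Quantity: 2 µM procaspase-7 mutant as dispensed | Reagent: DEVD-pNA substrate | Times: 1 h preincubation, 2 h reaction | Technique: 405 nm absorbance of p-nitroaniline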
Yeast superoxide = reduction of superoxide in aged yeast, primary screen, HTS; S. cerevisiae aged cells, superoxide DHE fluorescence; stronger effect = lower value; superoxide response (% of plate mean), % at 10 µM; hit rate 0.18% among 330,000;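 active = superoxide response under a set limit, about three screen SD below normal, cut at about 65% in these data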;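 also: yeast aged for seven days with compound at 30 °C before DHE staining; 100% = average MFI of all compound-treated wells on the plate with controls excluded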
* marks the source's active call; other numbers are inactive results; . = not tested or not shown.

The line under a structure holds: procasp3 activ	JMJD2C inh	LAP4 TOR yeast	MEP2-GFP yeast	RPL19A-GFP yeast	AHR activator	procasp7 counter	Yeast superoxide
COc1cccc(-n2cnc3scc(-c4cccs4)c3c2=O)c1
  -1	8	93	96	97	29	12	100
Cc1cc(Oc2ccccc2)nc(SCC(N)=O)n1
  4	-5	93	103	97	0	3	94
CN(C)/C=N/c1sc2c(c1C#N)CC(C)(C)NC2(C)C
  4	4	98	100	95	0	6	85
CCCn1nnnc1NCc1ccccc1OCC
  -3	2	95	107	103	-1	5	97
Cc1cc(C)n(-c2ccc(C(=O)OCC(=O)Nc3ccc(S(=O)(=O)N4CCCCC4)cc3)cc2)n1
  1	-6	99	97	100	-1	2	105
[O-]/[N+](=C/c1ccco1)c1ccccc1
  -3	-1	91	110	96	3	-1	85
CC(=O)Nc1ccc(/C=N/Nc2ccc(C(=O)c3c(C)cc4ccccn34)cc2[N+](=O)[O-])cc1
  6	5	105	100	99	0	-9	97
Cc1ccc(C(=O)NCCc2nnc3ccc(SCC(=O)N4CCCC4)nn23)cc1
  -4	0	93	98	102	-3	4	101
O=c1c2ccccc2c(-c2ccc(Cl)cc2)nn1-c1ccccc1
  3	6	100	104	100	3	4	100
CCCCn1c(N)c(N(CCOC)C(=O)CSc2n[nH]c(-c3ccc(C)cc3)n2)c(=O)[nH]c1=O
  -3	-1	108	95	96	-1	0	94
COc1cccc(CNC(=O)Cn2ccc3cc(S(=O)(=O)N4CCCC4)ccc32)c1
  3	0	96	96	101	3	10	110
CCC(=O)NC(C)C(c1cccs1)N1CCN(Cc2ccccc2)CC1 (stereo not drawn)
  2	-21	117	102	107	-1	-3	112
CCCNc1nc(-c2cc(C(=O)Nc3ccccc3)on2)cc(C(C)C)n1
  -1	-1	115	107	98	4	12	104
CN(CC(=O)Nc1ccccc1Br)C(=O)c1ccc(COc2ccccc2)cc1
  -7	-22	94	96	100	14	-2	102
Cc1ccc(NC(=O)CSc2nnc3ccc(-c4cccnc4)nn23)cc1
  -6	-9	101	92	92	43	-1	89
CC1(C)CC(=O)C/C(=N/NC(=O)C2CCN(S(=O)(=O)c3cccs3)CC2)C1
  4	4	101	99	105	3	2	118
C#CCOCCOCCOCCNc1nc(N2CCN(C(=O)Cn3cc(CCCCN)nn3)CC2)nc(N2CCN(C(=O)[C@H](CCCCN)n3cc(CCCC)nn3)CC2)n1
  5	3	90	97	96	0	-6	101
CC(=O)Nc1ccc(S(=O)(=O)NC(C(=O)O)C(C)C)cc1 (stereo not drawn)
  3	-1	100	100	100	0	1	92
COc1cccc(CN2CCNC(=O)C2CC(=O)NCC2CCOCC2)c1 (stereo not drawn)
  -2	-11	125	102	98	-1	-4	94
O=C(O)c1cc(-c2cccc(Cl)c2)nc2nc(N3CCCCC3)sc12
  6	-10	97	91	96	6	-2	94

Complete entries as entered above. Order of values: procasp3 activ | JMJD2C inh | LAP4 TOR yeast | MEP2-GFP yeast | RPL19A-GFP yeast | AHR activator | procasp7 counter | Yeast superoxide
COc1cccc(CNC(=O)Cn2ccc3cc(S(=O)(=O)N4CCCC4)ccc32)c1 across the screens: 3 | 0 | 96 | 96 | 101 | 3 | 10 | 110
CCCCn1c(N)c(N(CCOC)C(=O)CSc2n[nH]c(-c3ccc(C)cc3)n2)c(=O)[nH]c1=O across the screens: -3 | -1 | 108 | 95 | 96 | -1 | 0 | 94

Remaining list, next part
The line under a structure holds: procasp3 activ	JMJD2C inh	LAP4 TOR yeast	MEP2-GFP yeast	RPL19A-GFP yeast	AHR activator	procasp7 counter	Yeast superoxide
CCOc1ccc2c(c1)c(=O)c(S(=O)(=O)c1ccc(C)cc1)cn2CC
  -1	-4	99	103	103	2	-6	83
CC(=O)/C(C[N+]1(C)CCCCC1)=N\O
  -9	-2	108	106	97	-1	-13	98
O=C(CSc1nnc(-c2ccc(F)cc2)o1)N1CCCCC1
  5	-3	98	86	98	3	5	112
O=C(C[C@@H]1C/C=C\CCCC(=O)OC[C@@H](c2ccccc2)NC1=O)NCCO
  8	0	97	95	97	-1	-3	114
COc1cccc(-c2cc(C(=O)N3CC4(C)CC3CC(C)(C)C4)no2)c1 (stereo not drawn)
  3	2	90	93	90	-1	-1	83
O=C(C1CCCN1S(=O)(=O)c1cccc2cccnc12)N1CCc2ccccc2C1 (stereo not drawn)
  2	-8	95	100	103	2	10	98
c1ccc(CCCOCCC2CO2)cc1 (stereo not drawn)
  9	23	100	90	95	-4	-2	105
COc1ccc(/C=C(/NC(=O)c2ccco2)C(=O)N2CCCCC2)cc1
  0	1	75	95	101	1	0	102
COc1cc(OC)c(C2N(c3cc(C)on3)C(=O)C3CCCN32)cc1OC (stereo not drawn)
  1	10	103	105	103	2	11	90
O=C(Nc1nc(-c2ccc(S(=O)(=O)N3CCOCC3)cc2)cs1)c1ccccc1
  5	-14	90	88	104	-3	1	105
COc1cc(C(=O)Nc2cccc(NC(=O)c3ccccc3)c2)cc(OC)c1OC
  0	9	82	91	104	0	5	103
Cc1ccc(Oc2ccc(OCC(=O)NC(CC(C)C)C(=O)O)cc2)cc1 (stereo not drawn)
  -1	19	104	95	98	-2	-11	100
CCCCNC(=O)C(=O)NCCCn1ccnc1
  -7	4	113	92	99	3	5	91
CCOC(=O)Cn1nc(C)n(-c2ccc(C)cc2)c1=O
  -4	2	105	111	99	0	2	96
COc1ccc(OCCSc2nc3ccccc3c(=O)[nH]2)cc1
  -3	-3	106	106	100	4	-2	103
O=C(CCCC(=O)OCC(=O)NC1CCCC1)Nc1ccccn1
  -4	5	88	86	100	-1	6	94
CCCCNc1c2c3c(cccc3n(C)c1=O)C(=O)c1ccccc1-2
  -14	-6	171*	112	89	18	-12	115
CCOc1ccc(NC(=O)CSc2nc3c(c(=O)n2-c2ccccc2OC)SCC3)cc1
  -75	2	108	113	104	11	-4	85
O=C(COC(=O)c1cc(=O)[nH]c2ccc(Br)cc12)c1ccccc1
  0	7	114	97	96	2	4	102
CN(C1CCCCC1)S(=O)(=O)c1ccc(S(=O)(=O)N2CCN(C(=O)c3ccccc3F)CC2)cc1
  -1	27	110	106	106	2	8	99
Oc1ccc(Cl)cc1CNCC1CCCCC1
  -2	2	94	105	101	2	-1	103
COc1cc(-c2cc(=O)c3c(O)c(OC)c(OC)c(OC)c3o2)cc(OC)c1OC
  -7	18	106	102	97	2	8	105
C=CCSc1n[nH]c(-c2ccccc2)n1
  -1	1	98	103	94	15	4	93
CCOc1ccc(/C=N/NC(=O)Cn2ccnc2C)cc1
  -5	1	101	100	98	0	9	95
CCOC(=O)/C(=C/c1cn(C)c2ccccc12)NC(=O)c1ccccc1
  11	4	.	98	99	49*	0	108
Cc1ccnc2nc(C(=O)Nc3cc(Cl)ccc3N3CCOCC3)nn12
  -5	26	90	100	94	4	11	112
COc1ccccc1N1CCN(S(=O)(=O)CCNC(=O)c2ccc(Br)o2)CC1
  14	-8	97	99	91	1	-3	103
Cc1cccc(C(C)C)c1NC(=O)c1ccc(COc2ccc3c(C)cc(=O)oc3c2)cc1
  -4	-11	95	103	103	-5	-3	113
COc1ccc2cc(C(=O)/C=C/c3cc(OC)c(O)c(OC)c3)ccc2c1
  -9	-3	121	106	105	0	3	101
Fc1ccc(CSc2nc3ccccc3[nH]2)c2ccccc12
  6	3	131	97	89	8	2	77
Cc1nc(C(=O)NNC(=O)Nc2ccccc2)cs1
  -7	-38	112	94	101	4	12	96
CC1CCCN(C(=O)/C(=C/c2ccco2)NC(=O)c2ccccc2)C1 (stereo not drawn)
  0	6	92	101	103	5	-11	92
COc1cc(/C=C/C(=O)c2ccc3c(c2)OCCO3)cc(OC)c1OC
  -3	11	108	103	98	6	2	93
CN(C)c1ccc(C2(c3ccc(N(C)C)cc3)OC(=O)c3cc(N)ccc32)cc1
  7	1	92	102	105	-1	1	102
Cc1ccc(-c2noc(CCC(=O)NC3CC3)n2)cc1
  -3	45	94	103	98	10	2	95
O=C(OCC(=O)N1CCCC1)c1ccc(NS(=O)(=O)c2cccs2)cc1O
  2	17	103	99	103	1	7	114
Cc1ccnc(NC(=O)CCCc2ccccc2)c1
  -12	-9	95	107	109	3	-5	84
COc1cc(S(=O)(=O)N2CCOCC2)ccc1NC(=O)CSc1nnc(N)s1
  -1	9	92	101	91	-2	0	110
COc1cnn(-c2ccccc2)c(=O)c1OC
  -1	1	105	106	103	-2	6	96
Cn1cc(/C=N/n2cnc3scc(-c4ccccc4)c3c2=O)c2ccccc21
  -11	-1	105	101	91	22	-5	105
COc1ccc(C2=NOC(C(=O)NCc3cccs3)C2)cc1 (stereo not drawn)
  9	-11	107	101	105	5	2	97
Cc1cccc2cc(COC(=O)C(C)(C)C)c(=O)[nH]c12
  -5	3	98	98	100	3	1	94
O=C(COc1cccnc1[N+](=O)[O-])N1CCc2ccccc21
  3	-9	89	102	103	5	6	125
CCOc1ccc(-c2nnc(SCC(=O)Nc3ccc4c(c3)c3ccccc3n4CC)n2N)cc1
  -15	-8	93	113	100	11	-2	98
CC(C)CCn1c(Sc2nc3ccccc3s2)nc2c1c(=O)[nH]c(=O)n2C
  2	3	110	97	95	11	-3	104
